High-throughput results as filed in PubChem.
Rab7 wt modul = modulators of GTP binding to Rab7, primary screen, biochemical, wildtype, multiplex bead flow cytometry. GST-Rab7 beads, fluorescent GTP binding; actives lie on both sides; untreated = 100%, excess cold GTP = 0%. GTP binding activity (percent of control), % at 10 µM. 0.055% of 190,000 active. AID 758, 2007;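 active = fluorescent GTP binding to Rab7 beads changed by at least 20 points from the 100% baseline, either direction, mostly lower; inconclusive = compound itself probably fluorescent, or too few beads counted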;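 note: median green fluorescence of bound Bodipy-FL-GTP per Rab7 bead population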
Mcl-1 Bim block = inhibitors of Bim peptide binding to Mcl-1, primary screen, biochemical, bead-based flow cytometry, multiplex; inhibition, % at 10 µM; 0.1% of 190,000 active; Bim peptide-Mcl-1 binding; in the data active = inhibition above about 40%;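 note: 0% = no compound tracer wells and 100% = peptide blocker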
Target sequence (Q07820 whole entry, looked up): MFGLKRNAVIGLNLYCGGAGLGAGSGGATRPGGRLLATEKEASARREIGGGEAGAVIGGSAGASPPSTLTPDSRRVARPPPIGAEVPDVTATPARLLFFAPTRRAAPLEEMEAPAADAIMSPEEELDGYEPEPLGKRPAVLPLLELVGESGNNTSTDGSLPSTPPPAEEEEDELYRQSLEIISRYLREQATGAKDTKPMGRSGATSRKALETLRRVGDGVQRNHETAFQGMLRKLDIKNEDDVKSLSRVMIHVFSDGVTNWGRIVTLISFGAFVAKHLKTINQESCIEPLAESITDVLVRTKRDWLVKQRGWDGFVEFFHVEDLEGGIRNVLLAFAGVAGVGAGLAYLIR
Rab2A wt mod = modulators of GTP binding to Rab2A wildtype, primary screen, biochemical, dog, bead-based flow cytometry, multiplex; GST-Rab2 wt beads, Bodipy-GTP binding; GTP binding activity, % at 10 µM; 0.19% of 190,000 active; Ras-related protein Rab-2A (Canis lupus familiaris), P61105; AID 760, 2007;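 active = GTP binding activity at least 20 points away from 100%, either lowered or raised; inconclusive = signal likely due to the compound's own green fluorescence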;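 note: 0% = beads with excess unlabeled GTP and 100% = no-compound control corrected for plate trend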
Pf gamet viab = late stage P. falciparum gametocyte viability inhibitors, primary screen, ATP luminescence, HTS. AID 743093, 2013. P. falciparum stage V gametocytes, 24 h. inhibition, % at 10.9 µM. 0.065% of 150,000 active;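 active = inhibition above the mean plus 3 SD of compounds within the control limits, set per campaign, cut at about 38% in these data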;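 note: 0% = DMSO wells and 100% = medium only without gametocytes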
Rac1 wt modul = wildtype Rac1 GTP binding modulators, primary screen, biochemical, GST-Rac1 beads, flow cytometry, multiplex | Ras-related C3 botulinum toxin substrate 1 (Homo sapiens), P63000 | fluorescent GTP binding; actives lie on both sides; 0 = cold GTP competed, 100 = untreated | GTP binding activity (% of control), % at 10 µM | 0.27% of 190,000 active;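 active = GTP binding activity at least 20 points away from the 100% control level, either lower or higher; inconclusive = compound flagged as likely green fluorescent, judged across all proteins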
Cdc42 wt GTP = modulators of GTP binding to wildtype Cdc42, primary screen, biochemical, multiplex bead flow cytometry, Bodipy-GTP; Cell division control protein 42 homolog (Homo sapiens), P60953; GST-Cdc42 beads; actives lie on both sides; percent activity (GTP binding), % at 10 µM; 0.2% of 190,000 active; AID 761, 2007;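 active = percent activity GTP binding at least 20 points away from the 100% baseline, either down as inhibitor or up as activator; inconclusive = compound flagged as likely green fluorescent from well-wide comparison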;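 note: median bead fluorescence of bound Bodipy-FL-GTP at 100 nM; 0% = excess unlabeled GTP control and 100% = no compound control; below 100% means less GTP binding so inhibitor and above means activator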
Target sequence (P60953 whole entry, looked up): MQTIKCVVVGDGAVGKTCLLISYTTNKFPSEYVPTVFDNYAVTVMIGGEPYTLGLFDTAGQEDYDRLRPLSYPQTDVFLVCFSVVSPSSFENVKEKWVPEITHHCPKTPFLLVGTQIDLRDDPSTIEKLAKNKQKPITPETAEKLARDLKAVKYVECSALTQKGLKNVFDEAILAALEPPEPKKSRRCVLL
Rac1 act GTP bind = GTP binding modulators of activated mutant Rac1, primary screen, biochemical, bead-based flow cytometry, multiplex, fluorescent GTP. Ras-related C3 botulinum toxin substrate 1 (Homo sapiens), P63000. GST-Rac1 activated beads; actives lie on both sides; 100% means binding = to untreated wells. percent activity (GTP binding), % at 10 µM. 0.11% of 190,000 active. AID 764, 2007;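 active = GTP binding at least 20 percentage points away from the 100% baseline, in either direction, so actives lie on both sides; inconclusive = Compound likely fluorescent itself, or too few beads counted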
RGS8-Gao reg = RGS8-Galphao binding modulators, primary screen, biochemical, multiplexed bead flow cytometry; 0.34% of 220,000 active; response (percent of control binding), % at 10 µM; actives lie on both sides; in the data active = response below about 60% or above about 140%; inactive = in between;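 note: Galphao activated as the GDP aluminium fluoride complex binding bead-coupled RGS8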
HRas wt GTP = modulators of GTP binding to HRas wildtype, primary screen, biochemical, bead-based flow cytometry, multiplex; GTPase HRas (Homo sapiens), P01112; GST-Ras wt beads, Bodipy-FL-GTP binding; actives lie on both sides; GTP binding activity, % at 10 µM; 0.14% of 190,000 active;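 active = GTP binding activity at least 20% away from the 100% baseline, either lowered as inhibitor or raised as activator; inconclusive = flagged as likely green fluorescent, judged across all proteins in the well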;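 note: 0% = unlabeled GTP competition control and 100% = no-compound control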
Target sequence (P01112 whole entry, looked up): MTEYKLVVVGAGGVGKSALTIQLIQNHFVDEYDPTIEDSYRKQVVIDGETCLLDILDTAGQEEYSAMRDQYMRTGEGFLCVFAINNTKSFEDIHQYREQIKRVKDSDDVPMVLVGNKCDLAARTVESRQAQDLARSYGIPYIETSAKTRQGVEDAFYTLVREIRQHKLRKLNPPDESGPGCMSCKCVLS
Mcl1 Noxa PPI = Mcl-1/Noxa binding inhibitors, primary screen, biochemical, TR-FRET, 1536-well; Induced myeloid leukemia cell differentiation protein Mcl-1 (Homo sapiens), Q07820; TR-FRET Mcl-1/Noxa peptide binding, 2 h; inhibition, % at 21.7 µM; 1.5% of 220,000 active; AID 1022, 2008;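 active = compounds that cut the protein-peptide binding signal by more than 50% relative to plate controls in a single-dose test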;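 note: His-tagged Mcl-1 with rhodamine Noxa BH3 peptide and terbium anti-His antibody; 0% = Mcl-1 plus Noxa peptide wells and 100% = peptide-only wells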
Mcl1 Bid PPI = Mcl-1/Bid binding inhibitors, primary screen, biochemical, TR-FRET, 1536-well. TR-FRET Mcl-1/Bid-Dy647 peptide binding. 0.97% of 220,000 active. inhibition, % at 21.7 µM. Induced myeloid leukemia cell differentiation protein Mcl-1 (Homo sapiens), Q07820;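 active = compounds that cut the binding signal by more than half at the single screening dose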;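 note: His-tagged Mcl-1 with europium anti-His antibody binding Bid BH3 peptide; 0% = Mcl-1 plus peptide wells and 100% = peptide-only wells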
Active calls of the source: *; ? = inconclusive; . = no result given.

SMILES,Rac1 act GTP bind,Cdc42 wt GTP,Mcl1 Noxa PPI,Rab2A wt mod,Rab7 wt modul,Mcl-1 Bim block,HRas wt GTP,Pf gamet viab,RGS8-Gao reg,Rac1 wt modul,Mcl1 Bid PPI
O=C1OC(c2ccccc2)=C/C1=C/N1CCOCC1,98,99,4,100,100,-4,100,-5,100,104,-32
CC(c1ccccc1)C(Cc1nc2ccccc2[nH]1)c1nc2ccccc2[nH]1 (stereo unspecified),97,96,-29,97,96,0,96,.,103,99,-66
CC(C)Nc1c([N+](=O)[O-])c(=O)oc2ccccc12,95,100,4,100,111,1,100,-3,92,101,-14
C/C(=N\NC(=O)C1CC1c1ccccc1)c1cccc([N+](=O)[O-])c1 (stereo unspecified),102,104,25,103,94,0,105,.,103,101,2
O=C(CCNS(=O)(=O)c1cccs1)N1CCCCCC1,103,105,-13,105,105,0,106,-21,105,104,-9
O=C(O)CNCC1COc2ccccc2O1 (stereo unspecified),98,100,27,99,99,2,101,.,100,96,7
COc1ccc(NC(=O)COc2ccc(C)cc2)c([N+](=O)[O-])c1,95,96,-8,100,102,-3,100,.,100,97,-11
CC(C)(C)NC(=O)Cn1c(=O)n(CC(=O)NC(C)(C)C)c2ccccc21,94,99,10,98,107,0,99,-9,101,98,-9
COc1ccc(NC(=O)Cc2c(Cl)cccc2Cl)cn1,100,97,-15,101,108,-3,102,.,100,101,-16
COc1ccc(C(=O)Nc2ccc(S(=O)(=O)Nc3onc(C)c3C)cc2)cc1,97,97,8,96,97,-3,98,-6,96,102,6
CCOC(=O)c1ccc(NC(=S)N2CCCC2)cc1,94,94,-5,96,99,0,96,18,106,96,-66
NC(=O)C1CCN(C(=O)CSc2ccsc2[N+](=O)[O-])CC1,100,99,12,100,99,0,97,.,101,102,-16
CC(C(=O)N1c2ccc(F)cc2CCC1C)N1C(=O)c2ccccc2C1=O (stereo unspecified),102,105,-13,104,103,-4,103,.,97,107,0
COc1ccc(N2CCN(C(=O)CN=C3NS(=O)(=O)C(c4ccc(C)cc4)=C3C)CC2)cc1,97,100,2,100,100,-2,103,.,100,104,-61
Cc1cc(C)cc(NC(=O)C2(c3cccs3)CCOCC2)c1,100,99,2,100,99,-1,101,-20,103,101,-6
CCOC(=O)Cn1c(=O)oc2cc(S(=O)(=O)NCCc3ccc(OCC)c(OCC)c3)ccc21,95,96,22,94,92,-1,95,-25,98,95,-32
CC(=O)Nc1ccccc1C(=O)N1CC2(C)CC1CC(C)(C)C2 (stereo unspecified),93,95,.,93,92,-3,94,.,102,89,-7
Cc1cc(C)c(S(=O)(=O)c2ccccc2)c(OC(=O)c2c(Cl)cccc2Cl)n1,98,98,1,98,99,-1,99,.,95,102,-13
C/C(N)=C(/C#N)C(=O)CSc1nnc(COc2cc(C)ccc2C)o1,97,102,-31,100,102,-3,101,-7,100,103,-30
Cc1nc([N+](=O)[O-])nn1C12CC3CC(CC(Br)(C3)C1)C2,98,101,-14,105,104,-10,104,.,86,107,5
COc1ccc(-c2nn(C)c(=O)c3ccccc23)cc1NC(=O)COc1ccc(C)cc1,97,99,-21,99,100,-8,99,3,99,98,12
Cc1ccc(C)n1Cc1ccccc1Cl,89,92,2,93,98,-2,94,21,100,94,-31
O=c1[nH]c(=O)n(Cc2ccco2)c2c1C(C(F)(F)F)(C(F)(F)F)N=C(CCC1CCCCC1)N2,97,101,13,101,98,-1,101,-9,99,98,-1
Cc1nc2sc(C(c3cccs3)N3CCC(C(N)=O)CC3)c(O)n2n1 (stereo unspecified),99,102,-7,99,95,0,102,.,100,107,2
CCN(c1ccc(NC(=O)CCNC(=O)c2ccco2)cc1)C(C)C,103,102,75*,101,101,-5,100,18,97,106,-60
CCn1c2ccccc2c2nc3cc(C(=O)O)ccc3nc21,87,83,15,84,98,7,85,13,98,77*,-11
O=C(N/C(=C/c1cn(-c2ccccc2)nc1-c1ccccc1)C(=O)N1CCOCC1)c1ccccc1,97,98,-4,97,99,-4,97,.,103,99,5
CCOC(=O)Cn1nc(C)c(NC(=O)COc2ccc(F)cc2F)c1C,100,102,-3,102,110,2,100,.,100,103,-28
O=C(CNC(=O)c1ccco1)OCc1ccc(Cl)cc1,90,92,.,93,94,-3,93,.,103,86,-21
CCC(C)(C)C(=O)Nc1cccc(Cl)c1C,95,101,3,101,106,0,101,19,104,101,-6
CCc1c(C)sc(NC(=O)OC)c1C(N)=O,100,101,-1,101,102,-4,102,6,98,103,-10
CN1CCN(c2ccc(S(=O)(=O)N3CCCCC3)cc2NC(=O)c2ccc(C#N)cc2)CC1,98,103,9,99,99,-31,100,7,100,106,-39
COc1ccc(C(=O)NC(=S)NCc2ccc(-c3nc4ccccc4o3)cc2)cc1OC,96,97,-19,97,100,-1,99,.,102,95,-13
Cc1cc(CNC(=O)C(C)n2cc([N+](=O)[O-])cn2)c2ccccc2n1 (stereo unspecified),96,98,16,99,98,-1,98,14,97,98,-31
COc1ccccc1CNS(=O)(=O)c1ccc(C)cc1,99,100,9,100,101,-2,102,.,100,102,-11
COc1ccc(-n2c(SCC(=O)N3CCCC3)nc3ccccc3c2=O)cc1,94,98,9,100,109,1,101,.,111,98,-10
CCN1C(=O)CC(Sc2ccccc2N)C1=O (stereo unspecified),93,96,7,96,97,-1,96,-35,100,95,-17
Cc1ccc(SCCNC(=O)c2ccc(CN3CCOCC3)cc2)cc1,94,95,12,99,99,-1,97,2,102,100,-21
CN1CCN(CC(=O)N2c3ccccc3C(C)(c3ccc(Cl)cc3)CC2(C)C)CC1 (stereo unspecified),103,106,22,103,103,0,104,0,102,105,-3
O=Cc1ccc(OCc2cccc(C(F)(F)F)c2)cc1O,90,89,-4,93,98,-1,93,-21,98,94,-8
CCOc1ccccc1NC(=O)COC(=O)CNS(=O)(=O)c1ccc(C)cc1,99,99,4,99,95,-2,100,18,101,100,-13
COc1ccc2c(c1OC)C(=O)N(c1ccc(O)cc1)C2=O,95,99,7,97,103,-6,99,.,100,99,-12
COc1ccccc1NC(=O)c1ccc(NC(=O)CSc2ncccn2)cc1,95,95,7,96,102,0,95,6,97,96,-50
CC(NC(=O)CC1Nc2ccccc2NC1=O)c1ccccc1 (stereo unspecified),101,102,-3,100,101,-1,101,.,99,103,-42
Cn1cc(/C=N\O)nc2c(=O)n(-c3ccccc3)c(=O)nc1-2,96,94,16,97,102,1,96,6,105,96,-35
COCCOc1cc(-n2ccnc2SC)c(Cl)cc1Cl,95,96,0,97,97,0,97,30,100,98,-1
Cc1ccc(-c2cc(C(=O)N3CCCc4ccccc43)c3ccccc3n2)cc1,100,103,-19,100,100,0,102,.,101,101,-14
CN(C)CC(C)(C)CNC(=S)Nc1cc(S(=O)(=O)N2CCOCC2)ccc1Cl,95,96,3,98,96,-3,97,-16,97,99,-42
CCOc1ccc(C(=O)NC(=S)NCc2cccnc2)cc1[N+](=O)[O-],106,106,0,107,103,-2,107,.,100,107,-51
COC(=O)c1c(C(=O)OC)c2cc(C)ccn2c1Cl,96,96,-23,98,97,0,98,.,100,100,-16
CC1CCCCC1NC(=O)CSc1nnc(CN2CCOCC2)n1C (stereo unspecified),101,104,-1,103,102,-3,105,-24,103,101,-20
CCCOc1ccccc1C1CC(=O)Nc2cc3c(cc21)OCCO3 (stereo unspecified),97,101,15,100,99,-9,101,.,101,102,11
COc1ccc2cc(S(=O)(=O)N3CCCCC3)ccc2c1S(=O)(=O)N1CCCCC1,93,94,-2,97,97,-4,96,.,103,96,5
c1ccc(-c2oc3ncnc(N4CCOCC4)c3c2-c2ccccc2)cc1,99,103,-38,101,100,1,101,.,101,105,9
CCOC(=O)N1CCN(CC(O)c2ccc3cc[nH]c3c2)CC1 (stereo unspecified),101,104,9,103,103,1,103,.,103,106,-33
O=C(COC(=O)c1ccncc1)Nc1cc(Cl)c(Cl)cc1Cl,100,104,8,100,99,31,102,.,102,108,-5
CCCN1Cc2cccc(C(=O)Nc3ccc4c(c3)OCCO4)c2C1=O,99,102,2,103,101,-1,103,.,104,102,-8
O=C(NCc1ccncc1)c1cc(C(=O)C2CC2)c[nH]1,94,96,8,100,98,1,96,6,101,99,6
O=S(=O)(c1ccc(NC(=S)NC2CCCC2)cc1)N1CCCC1,97,103,-1,105,107,-1,103,13,100,106,-34
COc1ccc(NC(=O)CSc2nnc(CCC(=O)O)c(=O)n2N)cc1,92,96,0,97,102,1,98,.,102,97,-26

Next section.
SMILES,Rac1 act GTP bind,Cdc42 wt GTP,Mcl1 Noxa PPI,Rab2A wt mod,Rab7 wt modul,Mcl-1 Bim block,HRas wt GTP,Pf gamet viab,RGS8-Gao reg,Rac1 wt modul,Mcl1 Bid PPI
COc1ccc2oc(=Nc3ccccc3)c(-c3nc4ccccc4[nH]3)cc2c1,97,101,16,97,100,1,99,5,98,105,12
CCOC(=O)c1n[nH]c(=O)c2ccccc12,95,95,5,97,99,-3,98,-30,98,96,-52
COCCOC(=O)C1=C(C)N=C2SCCC(=O)N2C1/C=C/c1ccccc1 (stereo unspecified),95,96,25,95,94,-2,95,-22,96,95,-22
Cc1cc2nc(C)c3c(n2n1)CCC3,98,97,20,98,103,-1,100,-32,99,98,-28
CN(C)S(=O)(=O)c1ccc(NC(=S)NC(=O)Cc2ccccc2)cc1,94,98,16,99,98,-4,96,-2,103,103,-13
CC(C)C(C)(C#N)NC(=O)CSc1nc2scc(-c3ccccc3)c2c(=O)[nH]1 (stereo unspecified),91,92,30,93,101,-5,97,-16,102,94,-87
COc1ccc(-n2nc(C(=O)NCC(=O)Nc3ccccn3)c3ccccc3c2=O)cc1Cl,?,?,-90,?,?,-1,?,23,106,?,32
